NPY1 pot ag – potentiates or activates human NPY-Y1 receptor. activation, % at 3.6 µM. NPY-Y1 expressing cells, potentiator/agonist activation. hit rate 0.37% among 220,000. P25929. AID 1304; in the data active means activation above about 33%, passing the limit was not always enough;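 further: cells stimulated with NPY at EC10 then isoproterenol at EC100; 0% = low agonist plus stimulus and 100% = saturating agonist plus stimulus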
TRPML3 ag – agonists of human TRPML3 channel; activation, % at 3 µM; AID 1448; HEK293 TRPML3-YFP, Fluo-8 calcium fluorescence; 100% = the carbachol control signal; Q8TDD5; hit rate 0.29% among 220,000;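 active means activation above its plate's cutoff, the mean activation of the plate's test wells plus 3 SD, cut at about 12% in these data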;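 further: 0% = DMSO only wells and 100% = carbachol wells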
Target sequence (Q8TDD5 whole entry, looked up): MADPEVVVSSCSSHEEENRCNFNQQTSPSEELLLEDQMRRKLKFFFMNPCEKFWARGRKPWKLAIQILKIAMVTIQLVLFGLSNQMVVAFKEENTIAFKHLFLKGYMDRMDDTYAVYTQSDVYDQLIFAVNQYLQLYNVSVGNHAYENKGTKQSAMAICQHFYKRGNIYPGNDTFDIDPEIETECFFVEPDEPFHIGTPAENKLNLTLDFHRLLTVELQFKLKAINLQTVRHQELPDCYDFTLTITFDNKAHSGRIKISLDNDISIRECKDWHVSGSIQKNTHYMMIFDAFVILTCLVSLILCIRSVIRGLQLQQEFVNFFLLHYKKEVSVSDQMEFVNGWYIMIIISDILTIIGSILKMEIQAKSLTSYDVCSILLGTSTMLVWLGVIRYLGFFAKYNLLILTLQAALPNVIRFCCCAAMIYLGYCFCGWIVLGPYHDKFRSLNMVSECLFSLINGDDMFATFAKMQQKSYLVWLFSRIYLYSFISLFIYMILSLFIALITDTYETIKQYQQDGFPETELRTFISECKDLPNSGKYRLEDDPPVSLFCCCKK
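Material: TRPML3-YFP stable HEK293 cells | Dosing: One concentration, 3 µM nominal, 0.3% DMSO | Timing: 125 s total fluorescence read per well | Technique: Fluo-8 calcium dye fluorescence, ex 470-495, em 515-575 nm | Measure: Percent activation from peak-to-basal fluorescence ratio, scaled between DMSO and carbachol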
EP2 modulator – modulates human prostaglandin E2 receptor EP2 signaling. P43116. EP2-expressing cells, cAMP HTRF FRET, PGE2 co-stimulation. induction, % at 25 µM. hit rate 0.83% among 260,000. AID 940;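 active means compounds whose cAMP rise, as percent of the full-agonist control response, exceeds 60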;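 further: rat C6 glioma line stably carrying human EP2 under a CMV promoter; the protocol text gives 20 µM as final concentration; 100% = response of wells given 1 µM PGE2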
S1P4 antagonist – blocks the human S1P4 receptor. AID 1510. inhibition, % at 4.98 µM. hit rate 0.26% among 220,000. S1P4-expressing cells, antagonist mode, reporter read-out. O95977; in the data active means inhibition above about 29%;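 further: 0% = wells stimulated with agonist and 100% = vehicle wells without agonist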
Target sequence (O95977 whole entry, looked up): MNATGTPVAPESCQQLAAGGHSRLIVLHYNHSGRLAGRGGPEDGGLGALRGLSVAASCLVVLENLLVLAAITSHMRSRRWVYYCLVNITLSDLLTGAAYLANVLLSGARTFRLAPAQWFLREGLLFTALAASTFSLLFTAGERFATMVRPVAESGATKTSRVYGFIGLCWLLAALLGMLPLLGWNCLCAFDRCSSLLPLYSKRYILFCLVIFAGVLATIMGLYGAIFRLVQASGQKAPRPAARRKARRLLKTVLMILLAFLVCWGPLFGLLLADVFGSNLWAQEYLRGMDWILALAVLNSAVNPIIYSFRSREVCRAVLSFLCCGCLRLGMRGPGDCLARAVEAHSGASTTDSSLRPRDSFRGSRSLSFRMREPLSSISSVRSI
NPY2 pot ag – potentiators or agonists of human neuropeptide Y receptor Y2; P49146; cells expressing NPY-Y2, potentiator/agonist read-out; activation, % at 3.6 µM; hit rate 0.45% among 220,000; AID 1359; in the data active means activation above about 27%;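 further: cells stimulated with NPY near EC25 plus isoproterenol at EC100; 0% = vehicle plus submaximal agonist and 100% = vehicle plus saturating agonist; some results beyond the cut were filed as inactive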
TRPN1 ag – activates the zebrafish TRPN1 channel. HEK293 zebrafish TRPN1-YFP, Fluo-8 calcium fluorescence; 100% = response to 87 µM carbachol. activation, % at 3 µM. hit rate 0.18% among 220,000. AID 1424;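 active means activation above its plate's cutoff, the mean activation of test wells on that plate plus 3 SD, cut at about 19% in these data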;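 further: 0% = DMSO alone and 100% = 87 µM carbachol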
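Material – zebrafish TRPN1-YFP in HEK293 cells · Doses – 3 µM single point · Schedule – dye 1 h 37 °C plus 30 min RT · Signal – Fluo-8 calcium fluorescence, excitation 470-495 nm, emission 515-575 nm · Read-out – % activation versus carbachol response · Control set – carbachol high, DMSO low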
S1P4 agonist – activates the human S1P4 receptor; O95977; S1P4-expressing cell line, agonist reporter assay; activation, % at 4.98 µM; hit rate 0.35% among 220,000; in the data active means activation above about 11%;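 further: 0% = DMSO vehicle and 100% = reference agonist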
NPY-Y1 antag – blocks the human neuropeptide Y Y1 receptor | inhibition, % at 3.6 µM | HEK293-CNG Y1 cells, membrane potential fluorescence; NPY at EC95, then isoproterenol | hit rate 1% among 200,000;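 active means inhibition above the campaign mean inhibition of all tested compounds plus 3 SD, cut at about 20% in these data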;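 further: 0% = DMSO wells given NPY plus isoproterenol and 100% = isoproterenol alone without NPY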
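Assay system: HEK293 cells with Y1 receptor plus CNG channel | Probe or stimulus: NPY (25 nM), isoproterenol (1 µM), Ro 20-1724 (25 µM) | Timing: Compound incubation 1 h at room temperature, readout 45 min post-stimulation | Measured by: Membrane-potential fluorescent dye readout | Benchmarks: High control isoproterenol alone, low control NPY with isoproterenol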
CHOP inh – blocks CHOP induction under ER stress | CHO-K1 CHOP-promoter luciferase, tunicamycin-induced, 15-18 h | inhibition, % at 10 µM | hit rate 3.8% among 220,000;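 active means compounds that reduced the stress-induced luciferase reporter signal by more than about 70% of percent inhibition, limit read from the data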;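 further: 0% = tunicamycin plus vehicle and 100% = wells without tunicamycin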
Active calls of the source: *; / = no result given; & = joins results of further samples.

Under each structure: NPY1 pot ag | TRPML3 ag | EP2 modulator | S1P4 antagonist | NPY2 pot ag | TRPN1 ag | S1P4 agonist | NPY-Y1 antag | CHOP inh
1) O=C(CSc1nc2ccccc2c(=O)n1CCC(=O)N1CCN(c2ccccc2)CC1)NCC1CCCO1 (stereo not drawn)
 : -13 | 1.0 | 5 | -9 | -20 | -1.4 | 1.3 | -3 | 6
2) Cc1noc(C)c1S(=O)(=O)N1CCC(C(=O)Nc2ccc(OC(F)(F)F)cc2)CC1
 : 9 | 1.2 | -51 | -3 | -5 | 0.9 | -0.3 | -6 | 68
3) COCCn1c(SC(C(=O)Nc2cc(C)ccc2OC)c2ccccc2)nnc1-c1ccc(Cl)cc1 (stereo not drawn)
 : 11 | -0.8 | 55 | -6 | 8 | -2.2 | -0.5 | 2 | 45
4) COc1ccccc1C1(CC(=O)O)CCOC(C(C)C)C1 (stereo not drawn)
 : -8 | 0.6 | -12 | 1 | -9 | 0.7 | -0.2 | -1 | 3
5) O=C(Cn1c(=O)n(Cc2ccco2)c(=O)c2c3c(sc21)CCCCC3)Nc1ccccc1
 : -22 | 0.2 | 54 | 5 | -24 | -0.8 | -0.8 | 5 | -30
6) Cc1c(C(=O)COC(C)(C)C)[nH]c2ccccc12
 : 16 | -0.3 | -30 | 9 | 1 | 0.5 | 0.7 | -9 | 7
7) CCOC(=O)n1c(=O)n(C)c2ccc(Br)cc21
 : 10 | 0.2 | 4 | -9 | -15 | 2.9 | 3.3 | 2 | 26
8) CCC(=O)NNC(=S)NC(=O)c1ccc(C)cc1
 : -4 | 0.5 | 48 | -22 | 4 | 1.0 | 0.0 | 2 | 44
9) O=C(CNC(=O)C1COc2ccccc2O1)N/N=C\c1ccc(Cl)cc1 (stereo not drawn)
 : -20 | 0.0 | -28 | 11 | -9 | -0.5 | 0.3 | / | -2
10) COc1cc(Cn2c(=O)oc3ccc(C)cc32)ccc1OC(C)C
 : -19 | -0.6 | -21 | -3 | -7 | -1.5 | 1.3 | 4 | 29
11) C/C(=N\NC(=O)c1cc(-c2ccc(C)s2)[nH]n1)c1ccco1
 : 14 | -0.1 | -16 | -29 | -3 | -0.1 | 1.0 | 12 | 10
12) CCCc1[nH]nc2c1C(Cc1ccccc1)C(C#N)=C(N)O2 (stereo not drawn)
 : 1 | 0.1 | 19&-55 | -4 | 3 | 1.2 | 1.2 | -1 | 11
13) CCN(CC)S(=O)(=O)c1ccc(NC(=O)CSc2cccc[n+]2[O-])cc1
 : 1 | 1.0 | -15 | -9 | -11 | -1.3 | 0.5 | 4 | 9
14) CCOC(=O)N1CCN(CC(=O)Nc2c(C(=O)OC)[nH]c3ccccc23)CC1
 : -3 | 0.3 | -4 | -4 | -6 | 1.3 | 0.1 | -2 | 8
15) CCOc1ccccc1NS(=O)(=O)c1cccc2nsnc12
 : 2 | -0.2 | 14 | -13 | 2 | -0.3 | 1.3 | 2 | 15
16) COc1cc(OC)cc(-c2nnc(SCC(=O)Nc3ccc(C(=O)O)cc3)s2)c1
 : 7 | 0.7 | 6 | 7 | -1 | 1.7 | -1.9 | -6 | 0
17) Clc1ccccc1CSc1nnc([C@@H]2CCCN2)o1
 : 10 | 0.7 | 7 | -7 | -18 | -0.7 | 1.5 | / | 8
18) O=S(=O)(c1ccc(Br)s1)n1cccn1
 : 10 | -0.3 | -9 | -15 | 17 | -0.1 | 1.6 | 1 | -11
19) CC(=O)Nc1ccc(S(=O)(=O)N2CCN(CCN3CCOCC3)CC2)cc1Cl
 : 11 | 0.5 | -10 | 3 | -14 | 3.3 | 0.1 | / | -8
20) COc1ccccc1NCC(=O)N/N=C/c1cccnc1
 : 7 | 0.5 | -20 | -9 | -19 | 0.9 | 1.2 | -3 | -3
21) O=C(CN(c1ccccc1)S(=O)(=O)c1ccccc1)N/N=C/c1ccco1
 : 13 | 0.1 | -24 | 6 | 0 | 0.5 | 0.6 | 0 | -2
22) C=CCNCCCCOc1cccc(Br)c1
 : -2 | 0.8 | -1 | -6 | -9 | 1.0 | -1.1 | -1 | -8
23) CCCCCCNC(=O)CCNC(=O)c1cc(OC)c(OC)c(OC)c1
 : 7 | -0.5 | 33 | 6 | 12 | 0.3 | 1.6 | -7 | 8
24) Cc1cc(S(=O)(=O)N2CCN(c3ncccn3)CC2)ccc1-n1cnnn1
 : -12 | 1.1 | 5 | -15 | 2 | 0.6 | -0.6 | -2 | -12
25) Cc1cc(C)n(-c2nc(N(c3ccccc3)c3ccccc3)nc(-n3nc(C)cc3C)n2)n1
 : -19 | 0.0 | -12 | -4 | -8 | -0.9 | 2.2 | 8 | 109*
26) Cc1ccc(NCc2ccncc2)c(Br)c1
 : 3 | -0.6 | 32 | 5 | -26 | -2.2 | 2.0 | -8 | -17
27) COc1cccc(CN(CC2CCCO2)C(=O)c2cc3ccccc3oc2=O)c1 (stereo not drawn)
 : 9 | 0.1 | -24&-41 | -6 | 4 | 0.8 | 2.8 | 2 | -20
28) CCn1c(CSCc2ccc(F)cc2)nnc1SCC(=O)N1CCN(c2ccccc2)CC1
 : 9 | 1.2 | -29 | -7 | -12 | 0.3 | -2.2 | 2 | 52
29) COc1ccc(C2C(C#N)C(C#N)N3CCCN23)cc1 (stereo not drawn)
 : 0 | 0.6 | -7 | -18 | -3 | 0.3 | 2.4 | -3 | 4
30) COc1ccc(S(=O)(=O)N2CCCC(C(=O)NCc3ccc4c(c3)OCO4)C2)cc1 (stereo not drawn)
 : -17 | 0.1 | -4 | -6 | -23 | 0.0 | 0.1 | / | 13
31) COc1ccc(-c2cn3cccnc3n2)cc1NC(=O)c1ccc(Br)o1
 : -23 | 0.2 | -1 | -20 | 20 | 0.1 | 2.3 | -1 | 86*
32) O=C(CN1CCN(c2ccccc2O)CC1)NC(=O)NCc1ccco1
 : 3 | 0.6 | 1 | -17 | -6 | 0.1 | -0.2 | 0 | 15
33) CCn1c(=O)c(C(=O)CN2c3ccccc3CC2C)c(N)n(Cc2ccccc2)c1=O (stereo not drawn)
 : 11 | 0.8 | 2 | -22 | 1 | 0.9 | 2.0 | 0 | 87*
34) CCOc1cc(-c2c(C#N)c(=O)[nH]c3c2c(C)nn3-c2ccc(F)cc2)ccc1O
 : -1 | 0.5 | 7 | -4 | -4 | -0.1 | 2.2 | 1 | 2
35) CC(C)Sc1sc(C(=O)O)c(-c2ccc(Cl)cc2)c1C#N
 : -6 | 0.8 | -27 | -13 | -1 | -2.1 | 0.2 | / | -6
36) CN(C)S(=O)(=O)Oc1ccc(C(=O)Nc2cccc(C(F)(F)F)c2)cc1
 : -3 | 2.7 | -46 | -8 | 19 | 8.9 | 0.3 | -5 | 30
37) CC1(C)Cc2nc3oc4c(=O)n(CC(=O)Nc5ccccc5)cnc4c3cc2CO1
 : -7 | 1.6 | -6 | -2 | -8 | 0.4 | 1.4 | 2 | -8
38) COCC(=O)Nc1ccc(C(=O)Nc2ccccc2Cl)cc1
 : 8 | 0.4 | -33 | -3 | 0 | 0.6 | 1.3 | 3 | -21
39) Cc1cc(NC(=O)/C=C/c2ccco2)ccc1NC(=O)c1ccccc1
 : -4 | 1.2 | -6 | 6 | 0 | 0.9 | 0.3 | -11 | -5
40) Cn1nnnc1SCC(=O)c1ccco1
 : 22 | 1.4 | 1 | 5 | 10 | 1.4 | 3.3 | -2 | 23
41) C/C(=N\OCC(=O)NC12CC3CC(CC(C3)C1)C2)c1cc2ccccc2o1
 : -76 | -0.7 | -1 | -4 | -7 | -1.6 | -3.2 | 8 | -11
42) Cc1cc(Cl)ccc1OCCCC(=O)NO
 : -19 | 0.5 | -8 | 17 | -10 | 0.8 | -0.9 | 3 | /
43) CC(=O)c1cc(C#N)c(SCC(=O)Nc2nccs2)nc1C
 : 18 | 1.1 | -44 | -3 | 11 | 0.3 | 0.1 | 0 | -26
44) O=C(c1ccco1)N1CCN(S(=O)(=O)c2ccc(Oc3ccccc3)cc2)CC1
 : -41 | 1.6 | -76 | -7 | -21 | 1.2 | 1.5 | 3 | 50
45) CO/N=C(\CCC(=O)O)c1cccs1
 : -15 | 0.9 | 23 | -11 | -21 | 0.8 | 1.9 | / | -4

Overlap with the part before: two compounds, followed by the next part.
Under each structure: NPY1 pot ag | TRPML3 ag | EP2 modulator | S1P4 antagonist | NPY2 pot ag | TRPN1 ag | S1P4 agonist | NPY-Y1 antag | CHOP inh
44) O=C(c1ccco1)N1CCN(S(=O)(=O)c2ccc(Oc3ccccc3)cc2)CC1
 : -41 | 1.6 | -76 | -7 | -21 | 1.2 | 1.5 | 3 | 50
45) CO/N=C(\CCC(=O)O)c1cccs1
 : -15 | 0.9 | 23 | -11 | -21 | 0.8 | 1.9 | / | -4
46) Cc1ccc(C)c(S(=O)(=O)N2CCN(CC(=O)Nc3ccc4c(c3)OCCO4)CC2)c1
 : -18 | 0.3 | 7 | 1 | -6 | -0.4 | -1.1 | 8 | 4
47) CN1CCN(S(=O)(=O)c2ccc(NC(=O)c3ccc(F)cc3)cc2)CC1
 : -13 | 0.5 | 3 | -13 | -2 | -0.2 | 1.6 | -4 | 37
48) CC1=NN(c2ccc(C)cc2C)C(=O)C1C(c1cccc(O)c1)C1C(=O)N(c2ccc(C)cc2C)N=C1C (stereo not drawn)
 : -3 | 0.5 | 6 | 1 | -1 | 0.8 | -1.5 | 10 | 33
49) Cc1ccc(NC(=O)Nc2nnc(Cc3ccc([N+](=O)[O-])cc3)s2)cc1
 : 3 | 0.7 | -4 | -7 | 3 | 1.1 | 0.2 | -2 | 76*
50) CCOC(=O)N1CCN(c2nc(C)cc(C(F)(F)F)n2)CC1
 : 15 | 0.3 | 26 | 0 | 7 | -0.7 | 0.6 | 2 | 71*
51) COc1ccc(C)cc1NC(=O)CN(C)S(=O)(=O)c1cccs1
 : 14 | 0.0 | -25 | 3 | -5 | -0.9 | -0.1 | 12 | -4
52) CCOc1ccccc1Nc1ccnc2cc(Cl)ccc12
 : -9 | -0.4 | 21 | 7 | -12 | -0.8 | 2.2 | 1 | 39
53) COc1ccc(OC)c(NC(=O)COC(=O)Cc2ccc(Br)cc2)c1
 : -19 | -0.2 | -15 | -6 | -25 | -0.7 | 0.3 | 9 | 7
54) CC(=O)c1c(C)[nH]c(C(=O)NCc2ccccc2)c1C
 : -1 | -0.1 | 1 | -11 | 7 | 0.2 | -0.1 | -1 | -2
55) C=CCNc1nc(N)c(C(=C(C#N)C#N)c2ccccc2)s1
 : 16 | -0.8 | 2 | -11 | 4 | 0.4 | 1.5 | -4 | 19
56) C=CCSc1nc2ccccc2c(=O)n1C1CCOC(C)(C)C1 (stereo not drawn)
 : -7 | -1.1 | 76* | 1 | -6 | -2.8 | 2.3 | / | 8
57) O=C(O)c1ccc(-c2nc3ccccc3s2)o1
 : -12 | -0.2 | 8 | -13 | -32 | 0.8 | 1.3 | / | 7
